Screens (PubChem)
HTR5A ag: HTR5A agonists in luminescence cell assay, primary screen, counter-screen for OPRM1-OPRD1 heterodimer agonist project, full-deck HTS; 5-hydroxytryptamine receptor 5A (Homo sapiens), P47898; cell-based; activation, % at 9.3 µM; 340,000 tested, 0.61% active; in the data active = activation mostly above about 9.5%, no sharp cut-off; inactive = mostly below about 7.6%;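 also: 0% = cells with vehicle only and 100% = reference agonist; strong numbers were not always called active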
Target sequence (P47898 whole entry, looked up): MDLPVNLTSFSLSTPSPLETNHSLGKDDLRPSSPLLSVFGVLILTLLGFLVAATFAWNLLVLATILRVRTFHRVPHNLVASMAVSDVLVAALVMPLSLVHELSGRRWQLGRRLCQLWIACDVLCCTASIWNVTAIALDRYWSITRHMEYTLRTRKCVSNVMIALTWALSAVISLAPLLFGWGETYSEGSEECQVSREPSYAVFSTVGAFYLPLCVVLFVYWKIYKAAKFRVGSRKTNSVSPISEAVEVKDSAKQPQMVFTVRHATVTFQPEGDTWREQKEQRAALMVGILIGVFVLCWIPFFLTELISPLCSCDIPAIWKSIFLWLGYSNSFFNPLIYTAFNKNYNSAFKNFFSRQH
MITF act: activators of MITF-driven TRPM1 promoter reporter, primary screen, cell-based, SK-MEL-5, luciferase, single point; SK-MEL-5 TRPM1-promoter luciferase, 24 h; % of positive control, neutral wells = 0; activation, % at 12.5 µM; 300,000 tested, 0.75% active;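 active = mean activation of at least 80% with every replicate also reaching 80%; inconclusive = mean reaches 80% but some replicate falls short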;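 also: 0% = neutral control wells and 100% = parthenolide positive control wells; values of inactives mirror those of a sister screen read the other way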
RTF Ca sens act: cardiac RTF calcium sensitivity activators, primary screen, biochemical, IANBD-TnC fluorescence, EC20 calcium | Troponin I, cardiac muscle (Homo sapiens) + Troponin T, cardiac muscle (Homo sapiens) + … | IANBD-labeled TnC RTF fluorescence at EC20 calcium; 0% EC20 calcium, 100% full calcium | activation, % at 7.2 µM | 340,000 tested, 0.24% active | AID 493008, 2010;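 active = activation above the mean over all tested compounds plus 3 SD, cut at about 30% in these data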;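 also: rise in fluorescence read as greater calcium sensitivity of cardiac thin filaments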
SR-BI DiI-HDL act: activators of SR-BI mediated DiI-HDL uptake, primary screen, ldlA[mSR-BI] CHO cells, DiI fluorescence; 3 h; 100 = double the neutral-control signal; activation, % at 12.5 µM; 320,000 tested, 0.096% active; AID 504775, 2011;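 active = mean replicate activation of at least 60% and every replicate at or above 60%; inconclusive = mean or all-replicate condition met, but not both; inactive = mean below 60% and not all replicates reaching 60%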;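 also: 0% = median plate neutral-control signal and 100% = twice that signal; values of inactives mirror those of a sister screen read the other way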
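Test system: SR-BI-overexpressing, LDLR-lacking CHO cells. Measured by: DiI fluorescence, bottom read. Medium: Ham's F12 with 0.5% BSA, HEPES 25 mM, pH 7.4. Timing: 3 h uptake period with compound, 37 °C.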
Wnt act: Wnt/beta-catenin pathway activators, primary screen, cell-based, plate reader, single point; Wnt/beta-catenin reporter cell assay, activator; activation, % at 9.35 µM; 300,000 tested, 1.2% active; AID 743398, 2014; in the data active = activation above about 30%, passing the limit was not always enough; inconclusive = no clear call, values can overlap the other calls;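 also: 0% = neutral control wells and 100% = positive control wells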
PvdQ acylase: P. aeruginosa PvdQ acylase inhibitors, primary screen, biochemical, fluorescence, plate reader and imaging, single point | purified PvdQ acylase | AID 488965, 2010 | 340,000 tested, 0.063% active | PvdQ acylase [Pseudomonas aeruginosa LESB58] | inhibition, % at 10 µM; in the data active = inhibition above about 30%, passing the limit was not always enough; inconclusive = no clear call, values can overlap the other calls;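 also: 0% = vehicle neutral wells and 100% = reference inhibitor wells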
Rtt109 Vps75: inhibitors of C. albicans Rtt109/Vps75 HAT, primary screen, biochemical, ThioGlo CoA-SH fluorescence, plate reader. purified Rtt109/Vps75, 4 h. inhibition, % at 34.9 µM. 330,000 tested, 0.16% active. AID 540336, 2011;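 active = inhibition of at least 50% in every replicate; inconclusive = best replicate reaches 50% inhibition but some replicates fall short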
Target sequence (Q5AAJ8 whole entry, looked up): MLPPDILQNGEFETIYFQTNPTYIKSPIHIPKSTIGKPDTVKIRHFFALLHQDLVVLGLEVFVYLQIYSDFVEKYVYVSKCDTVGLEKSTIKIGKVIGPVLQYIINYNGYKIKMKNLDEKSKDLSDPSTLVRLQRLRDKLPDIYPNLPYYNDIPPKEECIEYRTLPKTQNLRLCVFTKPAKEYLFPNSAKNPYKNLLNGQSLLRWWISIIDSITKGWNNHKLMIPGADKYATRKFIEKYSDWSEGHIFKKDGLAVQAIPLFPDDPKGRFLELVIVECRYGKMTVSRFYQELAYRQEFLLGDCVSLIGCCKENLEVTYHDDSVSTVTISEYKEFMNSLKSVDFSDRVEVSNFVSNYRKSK
SR-BI HDL uptake: inhibitors of SR-BI mediated HDL lipid uptake, primary screen, ldlA[mSR-BI] cells, fluorescence, single point. inhibition, % at 12.5 µM. ldlA[mSR-BI] CHO cells, DiI-HDL uptake fluorescence, 3 h. 320,000 tested, 0.96% active. AID 488896, 2010;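 active = mean replicate inhibition of at least 70% and a set share of replicates each scoring 70 or more; inconclusive = meets just one of the two criteria; inactive = fails both criteria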;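 also: 0% = median of neutral control wells and 100% = median of positive control wells; values of inactives mirror those of a sister screen read the other way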
dFosB act: activators of delta FosB homodimer, primary screen, biochemical, fluorescence polarization, TAMRA-CDK5 oligo, single point. purified delta FosB; percent of positive-control signal above neutral wells. activation, % at 25 µM. Protein FosB (Mus musculus), P13346. AID 493131, 2011. 340,000 tested, 0.99% active;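 active = mean activation above about 17%, with every replicate also reaching it, limit read from the data, passing the limit was not always enough; inconclusive = only one of the two conditions met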;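 also: fluorescence polarization rise as delta FosB binds a TAMRA Cdk5 AP-1 oligo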
Target sequence (P13346 whole entry, looked up): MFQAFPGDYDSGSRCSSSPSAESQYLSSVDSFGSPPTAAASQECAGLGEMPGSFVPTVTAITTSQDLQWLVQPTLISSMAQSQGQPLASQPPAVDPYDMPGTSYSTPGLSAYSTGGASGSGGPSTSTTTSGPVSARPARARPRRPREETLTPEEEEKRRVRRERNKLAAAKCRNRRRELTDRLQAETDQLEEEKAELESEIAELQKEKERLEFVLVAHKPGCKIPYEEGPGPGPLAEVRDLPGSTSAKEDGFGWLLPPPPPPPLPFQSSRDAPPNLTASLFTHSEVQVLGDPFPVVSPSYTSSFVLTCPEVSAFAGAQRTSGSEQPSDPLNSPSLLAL
CDK5 inh: inhibitors of human CDK5/p35 kinase, primary screen, biochemical, single concentration | Recombinant CDK5/p35, ADP-Glo luminescence, 60 min | inhibition, % at 10 µM | Cyclin-dependent kinase 5 (Homo sapiens) + Cyclin-dependent kinase 5 activator 1 (Homo … | 330,000 tested, 0.01% active;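 active = highest replicate inhibition of at least 50% and at least 75% of replicates reaching 50%; inconclusive = only one of the two criteria met; inactive = both criteria failed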;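 also: plate controls were DMSO neutral control for no effect and GW8510 at 10 µM for full effect; many of its hits are not listed in these tables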
An asterisk follows results filed as active; ? = inconclusive; / = not tested or not shown. Hits appear at their usual frequency; overall some 4.4% were active at least once.

SMILES	HTR5A ag	MITF act	RTF Ca sens act	SR-BI DiI-HDL act	Wnt act	PvdQ acylase	Rtt109 Vps75	SR-BI HDL uptake	dFosB act	CDK5 inh
COc1cc(CCC(=O)N2CCN(c3ncccn3)CC2)cc(OC)c1OC	/	2.1	/	9.3	5.7	-3.7	-8.8	-9.3	6.3	-0.9
O=c1c(-c2ccc(O)cc2)coc2cc(OC3OC(CO)C(O)C(O)C3O)ccc12 (configuration not stated)	-1.7	14.3	-0.3	0.4	14.4	-13.0	8.6	-0.4	6.0	-1.0
Cc1ccc(C(C(=O)NC2CCCCC2)N(CC2CCCO2)C(=O)CNC(=O)c2ccco2)cc1 (configuration not stated)	-4.7	3.7	-1.7	37.7	4.3	-8.9	-6.4	-37.7	-4.1	0.4
O=C(CSc1nnnn1C1CC1)Nc1cc(S(=O)(=O)N2CCCC2)ccc1Cl	-1.2	-15.6	-0.9	-20.5	-8.6	-7.2	-16.6	20.5	-9.4	1.5
CC1CCCCC1Nc1ncnc2sccc12 (configuration not stated)	6.5	-13.7	-10.2	-2.4	-1.8	7.8	12.4	2.4	-10.8	2.7
CCCCn1c(N)c(N(CC(C)C)C(=O)C2CCN(S(=O)(=O)c3ccc(C)c(C)c3)CC2)c(=O)[nH]c1=O	3.2	-4.0	-3.2	-5.3	-4.0	-9.9	1.1	5.3	?	-1.0
O=C(COC(=O)CCc1nc2ccccc2c(=O)[nH]1)NC(c1ccccc1)c1ccccc1	-1.3	4.6	11.1	23.1	0.8	-10.7	-5.5	-23.1	12.1	-1.7
O=[N+]([O-])c1ccc(-n2nnnc2CN2CCCCC2)cc1	2.1	6.2	2.1	5.2	-1.3	-11.4	-2.9	-5.2	-3.7	0.9
CCOC(=O)CCSc1nnc(-c2cccnc2)n1-c1ccccc1OC	6.6	11.1	-0.1	-1.7	-10.2	-6.1	-12.5	1.7	1.4	0.6
NNC(=O)Cn1c(-c2ccccc2)cc(=O)n2ncnc12	0.3	/	-7.7	-0.2	0.9	-2.5	4.2	0.2	-3.1	-0.5
Cc1ccc(C(=O)C2=C(O)C(=O)N(CC3CCCO3)C2c2ccccc2F)o1 (configuration not stated)	-0.5	4.1	-8.0	0.5	-3.2	1.5	6.6	-0.5	0.2	1.0
CC1(C)CC(=O)C(C(C2=C(O)CC(C)(C)CC2=O)c2ccc(Br)s2)C(=O)C1 (configuration not stated)	0.6	-6.9	-2.1	14.6	3.6	-9.5	1.7	-14.6	0.6	10.5
Cn1c(N)c(C(=O)COC(=O)/C=C/c2ccccc2F)c(=O)n(C)c1=O	-1.1	19.7	-3.0	-18.1	-5.5	-19.3	7.1	18.1	-11.8	0.7
O=C(CCNc1ccc(F)cc1)c1cc2ccccc2o1	-2.6	19.7	-1.2	-1.4	-0.9	-13.1	-1.4	1.4	-4.1	1.5
CCCCN(CC)CCCNC(=S)Nc1ccc2nc3n(c(=O)c2c1)CCCCC3	2.5	25.1	-5.7	-1.1	-1.4	3.7	-0.3	1.1	-1.7	3.2
CNS(=O)(=O)c1ccc(CNC[C@H]2O[C@@H](n3cnc(C(N)=O)n3)[C@H](O)[C@@H]2O)cc1	-1.2	-2.3	-8.5	18.8	-0.1	27.9	-1.2	-18.8	3.7	0.5
Cc1cc(C)c(OCCN2CC(C)OC(C)C2)c(Br)c1 (configuration not stated)	2.4	5.8	7.0	-10.5	-2.8	-17.3	-18.4	10.5	1.5	0.3
COc1ccc(CNC(=O)c2ccc(C(C)C)cc2)cc1	-1.4	103.7*	2.6	13.2	13.6	-0.1	-0.2	-13.2	-1.2	-0.6
Cc1cc(C)n(-c2cc(C(C)(C)C)nc3c(-c4ccccc4)cnn23)n1	-4.3	120.9*	1.5	-37.8	55.9*	-9.6	0.2	37.8	-9.7	-2.5
COC(C(=O)Nc1ccnn1C1CCN(C(=O)c2cccc(F)c2)CC1)c1ccccc1 (configuration not stated)	4.6	-7.6	2.2	9.9	0.5	10.9	16.7	-9.9	-4.5	-0.2
COc1ccc(NC(=O)c2ccc(NCCCN3CCOCC3)c([N+](=O)[O-])c2)cc1	-4.5	3.2	-1.7	-38.7	-3.3	4.8	6.9	38.7	-5.9	1.6
COc1ccc(NC(=O)/C=C/c2cc(OC)c(OC)c(OC)c2)cn1	-2.7	7.5	1.0	-0.1	0.8	-13.4	0.9	0.1	-2.6	-3.4
COCCNC(=O)Cn1cnc2sc(C)c(S(=O)(=O)N3CCN(c4ccccc4OC)CC3)c2c1=O	3.8	-1.2	-4.7	6.9	-1.5	-8.7	-7.5	-6.9	-7.3	0.6
Cc1ccccc1CC1(CO)CCCN(C(=O)c2ccc(F)cc2)C1 (configuration not stated)	5.2	8.3	2.1	18.8	-0.8	-13.2	2.1	-18.8	-9.6	-1.0
COC(=O)Nc1snnc1C	12.7	0.6	-1.3	37.3	/	1.1	19.5	-37.3	-3.4	2.8
CCN1CCN(c2cc(=O)n(Cc3ccc(F)cc3)c(=O)[nH]2)CC1	-2.2	2.8	-2.8	2.3	-1.0	-17.4	1.1	-2.3	-6.7	-1.1
CCC(C(=O)NC1CCCC1)N(C(=O)Cn1nnc(-c2cccs2)n1)c1cnc2ccccc2c1 (configuration not stated)	-1.7	3.7	-7.5	6.1	5.3	-10.6	-0.9	-6.1	-3.6	-0.5
O=C(NCC1CCCO1)C1CCN(S(=O)(=O)c2cccnc2)CC1 (configuration not stated)	-2.3	-5.0	-3.0	10.3	/	5.0	-0.6	-10.3	-7.5	2.1
O=C(O)/C=C\C(=O)Nc1ccc(OCc2ccccc2)cc1	-4.0	8.7	5.7	11.2	-1.0	-4.3	3.1	-11.2	2.6	-5.7
CN(CC(=O)Nc1ccc(F)cc1)C(=O)CSc1nnc(Cc2ccccc2)o1	-8.2	-11.6	-3.9	-10.9	63.4*	-16.4	1.2	10.9	-9.1	0.0

Complete entries, quoted from the list.
CNS(=O)(=O)c1ccc(CNC[C@H]2O[C@@H](n3cnc(C(N)=O)n3)[C@H](O)[C@@H]2O)cc1 is entered as HTR5A ag = -1.2; MITF act = -2.3; RTF Ca sens act = -8.5; SR-BI DiI-HDL act = 18.8; Wnt act = -0.1; PvdQ acylase = 27.9; Rtt109 Vps75 = -1.2; SR-BI HDL uptake = -18.8; dFosB act = 3.7; CDK5 inh = 0.5
Cc1cc(C)n(-c2cc(C(C)(C)C)nc3c(-c4ccccc4)cnn23)n1 is entered as HTR5A ag = -4.3; MITF act = 120.9*; RTF Ca sens act = 1.5; SR-BI DiI-HDL act = -37.8; Wnt act = 55.9*; PvdQ acylase = -9.6; Rtt109 Vps75 = 0.2; SR-BI HDL uptake = 37.8; dFosB act = -9.7; CDK5 inh = -2.5

Following part
SMILES	HTR5A ag	MITF act	RTF Ca sens act	SR-BI DiI-HDL act	Wnt act	PvdQ acylase	Rtt109 Vps75	SR-BI HDL uptake	dFosB act	CDK5 inh
COc1cccc(CN(C)S(=O)(=O)c2ccc3c(c2)OCCO3)c1	2.9	1.4	-0.6	-6.5	-0.5	-2.3	-3.6	6.5	-1.9	0.8
CCN(CC(=O)Nc1cc(Cl)ccc1C)C(=O)c1ccc(=O)n(Cc2ccccc2)n1	-0.6	-5.1	4.3	0.2	-2.7	-11.5	-1.9	-0.2	-10.3	-2.6
COc1ccc(NC2CCCN(C(=O)c3cc(CC(C)C)nc(N)n3)C2)cc1 (configuration not stated)	3.6	-7.3	-1.3	-1.7	-0.8	-4.7	10.7	1.7	-10.4	-1.0
NS(=O)(=O)c1ccc(NC2=CC(c3ccc([N+](=O)[O-])cc3)N(c3ccc(S(N)(=O)=O)cc3)C2=O)cc1 (configuration not stated)	-1.1	-1.4	-1.7	/	-1.9	-9.5	24.6	/	-5.6	-2.1
CCOc1ccc(NC(=O)CNC(=O)Cc2ccccc2)cc1	1.3	-3.6	-6.2	3.1	0.7	0.5	2.0	-3.1	-4.9	0.3
COc1ccccc1-n1cnnc1SCC(=O)Nc1cccc(S(N)(=O)=O)c1	1.7	16.3	4.4	4.4	-3.0	-16.4	-0.8	-4.4	0.0	-6.7
O=c1c(Cl)c(Cl)cnn1-c1ccccc1	3.8	-87.6	1.1	15.8	/	-6.2	-2.8	-15.8	0.6	-0.3
CCc1nc2sc3ccccc3c(=O)c2c(=O)n1Cc1ccco1	5.6	-7.1	-9.7	13.3	-2.6	8.8	18.1	-13.3	-23.7	0.7
Cc1ccc(NC(=O)c2ccc([N+](=O)[O-])o2)cc1C	4.9	-23.7	8.2	-33.9	16.3	13.8	4.7	33.9	-5.4	-0.7
O=S(=O)([N-]c1nc2ccccc2nc1-n1cc[n+](Cc2ccccc2)c1)c1ccccc1	-4.0	/	0.0	42.1	-0.1	2.1	-1.5	-42.0	-9.4	-1.4
CC(=O)OCc1c(C(F)(F)F)nn(C)c1Oc1cccc(C(F)(F)F)c1	0.3	/	-2.8	19.5	-0.1	13.3	13.8	-19.4	3.6	-3.7
Cc1ccc(S(=O)(=O)N2CCN(c3ncnc4scc(-c5ccccc5)c34)CC2)cc1	-4.2	-30.0	2.9	-20.6	-2.5	-2.4	0.5	20.6	5.4	1.3
CCCOC1CCCN(C(=O)c2ccc(OC3CCN(C(=O)COC)CC3)cc2)C1 (configuration not stated)	0.8	0.9	-3.3	-4.0	1.1	6.4	-1.2	4.0	2.1	1.0
O=C(N1CCN(c2cccc(Cl)c2)CC1)C1(S(=O)(=O)c2ccc(Cl)cc2)CC1	1.2	14.0	0.2	-27.3	/	-11.2	6.2	27.3	-6.9	0.8
COc1ccc(NC(=S)N2c3ccccc3CC2C)cc1OC (configuration not stated)	9.0	0.2	-4.1	-40.8	1.2	-1.6	-5.9	40.8	-0.7	1.6
Cc1cc(Nc2ccccc2)c2c([N+](=O)[O-])ccc(C)c2n1	5.2	20.1	-9.0	-4.1	-2.3	0.9	/	4.1	1.1	1.8
Nc1ncnc2c1ncn2C1CCC(CO)C(O)C1 (configuration not stated)	0.6	4.7	-4.7	7.5	-2.5	0.0	3.4	-7.5	-0.2	2.2
COc1ccc(Cl)cc1NC(=O)NC1CCCCC1	2.3	-11.4	8.6	-19.3	/	-7.4	6.4	19.3	4.5	0.6
